Screening data (PubChem BioAssay)
GPR55 activation: GPR55 agonists via beta-arrestin recruitment, primary screen, imaging, U2OS cells, beta-arrestin-GFP redistribution (AID 1961) | activation, % at 10 µM; hits with a dose series show EC50 in µM | 0.048% of 290,000 active | U2OS GPR55 beta-arrestin-GFP redistribution imaging; higher % means a stronger effect;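 active means activation above 40% with more than 50 cells counted in the well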;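 further: U2OS osteosarcoma cells stably expressing GPR55 and beta-arrestin-GFP; plate controls were DMSO negative control for no effect and LPI positive control for full effect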
MgcRacGAP inhibition: MgcRacGAP GTPase-activating activity inhibitors, confirmation, biochemical, ADP Hunter fluorescence | MgcRacGAP-stimulated Rac1 GTP hydrolysis, ADP Hunter fluorescence; higher % means a stronger effect; GST-tagged Rac1 F28L mutant substrate | one-dose inhibition, % at 30 µM; IC50 in µM for titrated hits | AID 624330 | 0.6% of 340,000 active;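 active means first-screen hits whose inhibition reached a set limit at any dose in the follow-up dose series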;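 further: fluorescence reports GDP produced by GAP-driven GTP hydrolysis; strong numbers were not always called active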
SV40 large T antigen: SV40 large T antigen inhibitors, biochemical (AID 1903). SV40 large T antigen ATPase/helicase inhibition assay; higher % means a stronger effect. inhibition, % at 20 µM; hits with a dose series show IC50 in µM. 0.39% of 310,000 active; in the data active means a potency from the dose series; further: strong numbers were not always called active
GPR35 arrestin U2OS: inhibition of zaprinast-stimulated GPR35 beta-arrestin translocation – imaging, U2OS, beta-arrestin-GFP, zaprinast agonist, primary screen (AID 2058); U2OS GPR35 beta-arrestin-GFP translocation imaging, zaprinast antagonism; higher % means a stronger effect; inhibition, % at 10 µM; hits with a dose series show IC50 in µM; 0.052% of 290,000 active;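 active means inhibition of at least 50% with at least 30 cells and total cytoplasm GFP at most 10,000,000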
GPR55 antagonists: inhibition of LPI-stimulated GPR55 beta-arrestin translocation – imaging, U2OS, beta-arrestin-GFP, LPI agonist, primary screen (AID 2013). U2OS GPR55 beta-arrestin-GFP translocation imaging, LPI antagonism; higher % means a stronger effect. inhibition, % at 10 µM, or IC50 in µM where a hit was titrated. 0.13% of 290,000 active;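 active means spots per cell inhibited over 60%, with over 100 cells counted and total cytoplasm intensity under 500,000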;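 further: U2OS cells stably carrying GPR55 and arrestin-GFP stimulated by 5 µM LPI near EC80; imaged beta-arrestin-GFP aggregate spots per cell after agonist stimulation; plate controls were LPI-stimulated DMSO wells for no effect and DMSO wells without LPI for full effect; some results filed as inactive read as strong as hits; confirmed hits need IC50 under 10 µM and bright autofluorescent wells are also inconclusive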
Lipid droplet: hepatic lipid droplet formation modulation | inhibition, % at 6.5 µM | AML12 mouse hepatocytes, oleate lipid droplets, BODIPY imaging | AID 1656 | 0.4% of 240,000 active;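 active means lipid droplet intensity inhibited by at least 50%, with more than 500 cells counted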
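Assay system: AML12 mouse liver cells | Compound: 6.5 µM single-point dosing | Schedule: Overnight exposure | Technique: Fluorescence imaging, 20x objective, two fields per well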
NTR1 agonist: NTR1-driven beta-arrestin-GFP spot formation – imaging, U2OS cells, high content, primary screen (AID 493036); P30989; agonist mode; activation, % at 20 µM; 0.17% of 330,000 active;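 active means activation at or above 40% of the spot to cytoplasm intensity ratio, with at least 20 cells analyzed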;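 further: 0% = DMSO without peptide and 100% = 100 nM NTR1 peptide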
Target sequence (P30989 whole entry, looked up): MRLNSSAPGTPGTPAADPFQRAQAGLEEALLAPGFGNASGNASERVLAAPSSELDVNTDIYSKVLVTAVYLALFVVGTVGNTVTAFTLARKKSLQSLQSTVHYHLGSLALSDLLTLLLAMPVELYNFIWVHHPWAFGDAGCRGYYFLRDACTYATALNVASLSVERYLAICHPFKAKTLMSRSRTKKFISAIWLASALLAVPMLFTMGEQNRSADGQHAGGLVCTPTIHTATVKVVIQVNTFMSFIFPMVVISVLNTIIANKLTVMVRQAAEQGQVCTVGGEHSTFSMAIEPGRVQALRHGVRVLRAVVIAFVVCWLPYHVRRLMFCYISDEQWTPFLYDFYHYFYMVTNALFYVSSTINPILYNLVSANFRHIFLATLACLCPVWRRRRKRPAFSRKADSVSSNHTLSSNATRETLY
T cell HTS: T cell immune modulation candidate | calls only at 7 µM | 0.068% of 330,000 active | 2C CD8+ T cell-vesicle binding, flow cytometry; active compounds read low;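 active means response, share of CD8 T cells binding vesicles, and their 90th percentile fluorescence all below set limits, cut at about 80% in these data, passing the limit was not always enough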
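Material: 2C TCR transgenic mouse naive CD8+ T cells, MACS-purified. Also added: QL9-charged Drosophila Ld/ICAM-1/B7-1 vesicles. Timing: binding 1.5 h at 37 °C. Measured by: high-throughput flow cytometry with anti-B7-1 and anti-CD8 staining. Read-out: percent CD8+ FL2 mean versus row control. Controls: Unloaded micro-vesicles (low), QL9 vesicles with 0.7% DMSO (high).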
LYP inhibition: inhibitors of LYP phosphatase, biochemical, fluorescence intensity, uHTS (AID 1779); recombinant LYP phosphatase, fluorescence intensity; higher % means a stronger effect; one-dose inhibition, % at 11.5 µM; IC50 in µM for titrated hits; 0.054% of 290,000 active; in the data active means inhibition above about 50%;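 further: plate controls were vehicle with enzyme for no effect and no enzyme for full effect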
Lipid droplet cells 6.5 µM: further read-out of Lipid droplet, marked with its call; cell count; measured here: cell count, cytotoxicity flag;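 cells counted across two imaged fields per well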
T cell HTS vesicle-bound %: also measured in T cell HTS; calls as there; double positive events, %; measured here: CD8+ vesicle-bound cell fraction;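 binding gate set so that unloaded-vesicle control wells show 10% double positive cells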
NTR1 agonist cell count 20 µM: recorded beside NTR1 agonist, whose call it bears; cell count; measured here: cell count, cytotoxicity flag
An asterisk follows results filed as active; i = inactive; nt = not tested or not shown. Compounds were not picked by outcome. Share with any hit: about 1.8%.

SMILES	GPR55 activation	MgcRacGAP inhibition	SV40 large T antigen	GPR35 arrestin U2OS	GPR55 antagonists	Lipid droplet	Lipid droplet cells 6.5 µM	NTR1 agonist	NTR1 agonist cell count 20 µM	T cell HTS	T cell HTS vesicle-bound %	LYP inhibition
CCc1nnc(NC(=O)CN2CCN(Cc3ccc(F)cc3)CC2)s1	0.2%	7%	23%	23%	7%	9	840	-0.3	57	i	61	-10%
COc1ccc2cc3c(N)nn(C(=O)c4cccc([N+](=O)[O-])c4)c3nc2c1	-0.2%	-1%	2%	6%	0%	2	673	3.2	85	i	4	4%
FC(F)Oc1ccc(NC(=S)NCc2ccco2)cc1Cl	-0.1%	7%	8%	-25%	-2%	-4	669	3.5	51	i	6	-2%
CCC(C)(C)NC(=O)C1CCC(CNS(=O)(=O)c2cccc3nsnc23)CC1 (centres undefined)	-0.2%	12%	22%	-3%	5%	-36	685	2.5	59	i	24	-9%
O=C(CCCSc1nc2sc3c(c2c(=O)[nH]1)CCC3)NCCO	-0.2%	9%	-2%	19%	2%	nt	nt	0.8	52	i	38	-4%
COc1ccc(C(CNC(=O)CSc2ccccc2F)N2CCOCC2)cc1 (centres undefined)	nt	0%	12%	nt	nt	nt	nt	1.7	55	i	57	nt
CCc1ccc(OCC(=O)N(CC)CC)cc1	-0.4%	10%	12%	10%	9%	4	678	1.5	37	i	62	-6%
COc1ccccc1-n1c(CNC(=O)c2ccc(S(=O)(=O)N3CCOCC3)cc2)n[nH]c1=S	-0.2%	0%	2%	-13%	-17%	-27	745	-0.2	50	i	10	-5%
COc1ccc(NC(=O)Cn2c(C(C)C)nc(C)cc2=O)cc1Cl	0.5%	5%	15%	-21%	-3%	0	649	0.1	55	i	22	0%
Cc1ccccc1NC(=O)C(C)OC(=O)CCC(=O)N(CC(C)C)c1c(N)n(CC(C)C)c(=O)[nH]c1=O (centres undefined)	nt	2%	10%	nt	nt	nt	nt	-0.4	40	i	26	nt
Cc1cc(NC(=O)CSc2nnc(-c3ccncc3)n2Cc2ccccc2)n(-c2ccccc2)n1	0.1%	10%	11%	-7%	6%	22	652	-0.2	57	i	24	-5%
COc1ccc(C)cc1NC(=O)C1CCCN(S(=O)(=O)c2cccs2)C1 (centres undefined)	-0.2%	5%	11%	-5%	2%	-1	772	-0.4	51	i	31	-5%
CC1(C)CC(=O)C2=C(C1)N(CCN1CCOCC1)C1=C(C(=O)CC(C)(C)C1)C2c1cccc(F)c1	-0.2%	10%	2%	-8%	17%	13	641	1.4	66	i	29	-3%
O=C(CSc1cccs1)Nc1cccc2ccccc12	-0.2%	9%	6%	7%	0%	-10	617	-1.4	60	i	53	-4%
Clc1ccccc1-c1nnc(-c2cccnc2)o1	0.9%	9%	13%	4%	-1%	0	821	-0.1	56	i	48	-6%
COc1ccc(C(=O)Nc2cccc(C(=O)N/N=C/c3ccc(OC)cc3OC)c2)cc1	0.5%	7%	4%	-8%	-2%	9	798	1.6	49	i	26	4%
CCCCc1ccc(N2C(=O)[C@@H]3C(CC(N)=O)NC4(C(=O)Nc5ccc(F)cc54)[C@@H]3C2=O)cc1 (some centres undefined)	0.9%	-5%	11%	6%	12%	nt	nt	0.9	56	i	58	-1%
COc1cccc(CCN2C(=O)C(=O)N([C@@H](CNCc3ccccc3)Cc3ccccc3F)C[C@@H]2C(C)(C)C)c1	0.0%	nt	8%	-8%	12%	-7	727	5.7	106	i	15	-7%
O=c1[nH]c(NC2CCCCC2)nnc1Cc1ccccc1	-0.1%	3%	-4%	24%	12%	nt	nt	-0.5	95	i	60	-9%
Cc1cc2c(c(=O)o1)C(c1cccs1)C(C#N)=C(N)O2 (centres undefined)	-0.2%	2%	-3%	10%	2%	-4	638	1.1	75	i	39	7%

An excerpt of the results above:
SMILES	GPR55 activation	MgcRacGAP inhibition	SV40 large T antigen	GPR35 arrestin U2OS	GPR55 antagonists	Lipid droplet	Lipid droplet cells 6.5 µM	NTR1 agonist	NTR1 agonist cell count 20 µM	T cell HTS	T cell HTS vesicle-bound %	LYP inhibition
CC1(C)CC(=O)C2=C(C1)N(CCN1CCOCC1)C1=C(C(=O)CC(C)(C)C1)C2c1cccc(F)c1	-0.2%	10%	2%	-8%	17%	13	641	1.4	66	i	29	-3%
O=C(CSc1cccs1)Nc1cccc2ccccc12	-0.2%	9%	6%	7%	0%	-10	617	-1.4	60	i	53	-4%

(listing goes on)
SMILES	GPR55 activation	MgcRacGAP inhibition	SV40 large T antigen	GPR35 arrestin U2OS	GPR55 antagonists	Lipid droplet	Lipid droplet cells 6.5 µM	NTR1 agonist	NTR1 agonist cell count 20 µM	T cell HTS	T cell HTS vesicle-bound %	LYP inhibition
COc1ccc(N2C(=O)CC(Nc3ccc(N4CCOCC4)cc3)C2=O)c(OC)c1 (centres undefined)	0.2%	174µM*	35%	5%	0%	-9	715	-1.6	84	i	36	-13%
CC(C)CNC(=O)COC(=O)c1ccc(Cl)c(S(N)(=O)=O)c1	0.2%	5%	1%	-20%	-2%	-2	749	1.9	52	i	7	-5%
CCC(C)(C)NC(=O)C(c1ccccc1Cl)N(C(=O)CCC(=O)Nc1cc(C)on1)c1ccc(NC(C)=O)cc1 (centres undefined)	-0.2%	4%	6%	10%	-1%	14	806	0.5	33	i	10	4%
Cc1oc2c(c1C(=O)Nc1ccc(C(=O)O)cc1)CCCC2	0.0%	3%	1%	-11%	-6%	-1	804	-2.5	87	i	36	-7%
CCN1C(=O)N[C@@H](c2cccs2)C(C(=O)OC)=C1C	nt	4%	9%	nt	nt	nt	nt	-2.5	97	i	48	nt
CCc1nnc(NC(=O)C2c3ccccc3Oc3ccccc32)s1	0.1%	5%	-2%	4%	-2%	-2	725	0.1	54	i	34	2%
Cn1cccc1/C=N/n1c(-c2ccccc2)n[nH]c1=S	0.0%	29%	20%	0%	7%	nt	nt	0.6	45	i	12	3%
CCN(CC)S(=O)(=O)c1ccc2nc(SC)sc2c1	-0.1%	0%	-3%	-8%	13%	-25	742	1.8	79	i	38	-1%
CCOC(=O)CNC(=O)c1cc2c(=O)[nH]c3ccc(C)cc3c2s1	-0.3%	4%	5%	-7%	10%	12	856	1.3	74	i	14	-6%
CC(=O)Nc1ccc(NC(=O)Cn2c(=O)n(-c3ccc(F)cc3)c(=O)c3oc4ccccc4c32)cc1	-0.2%	12%	8%	-8%	11%	13	711	-0.4	64	i	28	-7%

Arranged by length of the SMILES (ascending): some entries from above.
SMILES	GPR55 activation	MgcRacGAP inhibition	SV40 large T antigen	GPR35 arrestin U2OS	GPR55 antagonists	Lipid droplet	Lipid droplet cells 6.5 µM	NTR1 agonist	NTR1 agonist cell count 20 µM	T cell HTS	T cell HTS vesicle-bound %	LYP inhibition
Cn1cccc1/C=N/n1c(-c2ccccc2)n[nH]c1=S	0.0%	29%	20%	0%	7%	nt	nt	0.6	45	i	12	3%
Cc1cc2c(c(=O)o1)C(c1cccs1)C(C#N)=C(N)O2 (centres undefined)	-0.2%	2%	-3%	10%	2%	-4	638	1.1	75	i	39	7%
CCc1nnc(NC(=O)CN2CCN(Cc3ccc(F)cc3)CC2)s1	0.2%	7%	23%	23%	7%	9	840	-0.3	57	i	61	-10%
COc1ccc(NC(=O)Cn2c(C(C)C)nc(C)cc2=O)cc1Cl	0.5%	5%	15%	-21%	-3%	0	649	0.1	55	i	22	0%
CC(C)CNC(=O)COC(=O)c1ccc(Cl)c(S(N)(=O)=O)c1	0.2%	5%	1%	-20%	-2%	-2	749	1.9	52	i	7	-5%
COc1ccc(C)cc1NC(=O)C1CCCN(S(=O)(=O)c2cccs2)C1 (centres undefined)	-0.2%	5%	11%	-5%	2%	-1	772	-0.4	51	i	31	-5%
CCC(C)(C)NC(=O)C1CCC(CNS(=O)(=O)c2cccc3nsnc23)CC1 (centres undefined)	-0.2%	12%	22%	-3%	5%	-36	685	2.5	59	i	24	-9%
COc1ccc2cc3c(N)nn(C(=O)c4cccc([N+](=O)[O-])c4)c3nc2c1	-0.2%	-1%	2%	6%	0%	2	673	3.2	85	i	4	4%
Cc1ccccc1NC(=O)C(C)OC(=O)CCC(=O)N(CC(C)C)c1c(N)n(CC(C)C)c(=O)[nH]c1=O (centres undefined)	nt	2%	10%	nt	nt	nt	nt	-0.4	40	i	26	nt

Further records follow:
SMILES	GPR55 activation	MgcRacGAP inhibition	SV40 large T antigen	GPR35 arrestin U2OS	GPR55 antagonists	Lipid droplet	Lipid droplet cells 6.5 µM	NTR1 agonist	NTR1 agonist cell count 20 µM	T cell HTS	T cell HTS vesicle-bound %	LYP inhibition
CCOC(=O)c1sc2nc(N3CCOCC3)c3c(c2c1N)CCCC3	-0.2%	8%	11%	2%	-2%	nt	nt	1.9	77	i	26	-15%
Cc1ccc(C(=O)OCC(=O)NNC(=O)c2ccc([N+](=O)[O-])cc2)o1	nt	4%	14%	nt	nt	nt	nt	1.5	56	i	38	nt
CC(NC(=O)COc1ccccc1)C(=O)NC1=NCCS1 (centres undefined)	-0.1%	15%	19%	17%	8%	6	716	0.5	59	i	12	-3%
CC1CC(=O)N(C)c2cc([N+](=O)[O-])ccc2N1 (centres undefined)	0.1%	1%	10%	0%	-1%	11	743	-0.7	64	i	28	-8%
COc1cccc(-c2nnn(CC(=O)N3CCC(C)CC3)n2)c1	-0.2%	11%	11%	-6%	-17%	-5	810	1.6	72	i	49	-7%
Cc1ccc(-c2csc(NC(=O)C3CC=CCC3C(=O)O)c2C(=O)OC(C)C)cc1 (centres undefined)	-0.1%	10%	1%	-5%	6%	-9	739	14	54	i	62	0%
CSc1ccc(CNc2ccc(Cl)cc2)cc1	0.3%	6%	12%	13%	18%	nt	nt	3.1	47	i	16	-7%
